Assay outcomes deposited in PubChem by National Center for Advancing Translational Sciences (NCATS).
GAA glycogen: qHTS Assay for Inhibitors and Activators of Human alpha-Glucosidase Cleavage of Glycogen. Lysosomal alpha-glucosidase (Homo sapiens), P10253. recombinant GAA, glycogen substrate, Amplex Red glucose oxidase fluorescence. Potency, µM (series often up to 76.4 µM), inactives show at the highest dose activity change, negative = inhibition, actives largely listed as inhibitors. actives 0.38% (n = 300,000). AID 2100, 2009; active = well fitted inhibition curve with a large enough effect;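 also: 0% = full enzyme reaction and -100% = no-enzyme basal signal; the screen sought inhibitors and activators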
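Recombinant enzyme (4 nM final) with compounds titrated up to 77 uM and bovine liver glycogen (30 ug) in citrate pH 5.0, 0.01% Tween-20, 37 C 40 min. Released glucose detected by Amplex Red/glucose oxidase (Ex 573/Em 610); AC50 from Hill fits.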
Active calls of the source: *; & = joins results of further samples; [ ] = dose if it differs, or a comment. Potency is read from the fitted curve at half-maximal effect. An excerpt; count on the stated rates, not on these rows.

The first 3 compounds, ahead of the listing:
SMILES	GAA glycogen
CCOc1ccc(N(CC(=O)Nc2ccc3c(c2)OCO3)S(=O)(=O)c2ccccc2)cc1	-5%[76.3 µM]
N#C/C(=C\c1cc(Br)c(O)c(Br)c1)c1nc2ccccc2c(=O)[nH]1	-2%[76.3 µM]
Cc1ccc2[nH]c(C(=O)NCCN3CCCC3)cc2c1	-8%[76.3 µM]

Results, previewed entries included:
SMILES	GAA glycogen
CCOc1ccc(N(CC(=O)Nc2ccc3c(c2)OCO3)S(=O)(=O)c2ccccc2)cc1	-5%[76.3 µM]
N#C/C(=C\c1cc(Br)c(O)c(Br)c1)c1nc2ccccc2c(=O)[nH]1	-2%[76.3 µM]
Cc1ccc2[nH]c(C(=O)NCCN3CCCC3)cc2c1	-8%[76.3 µM]
CSCCNC(=O)c1ccc2nc(Cc3ccccc3F)oc2c1	-2%[76.3 µM]
COc1cc2c(cc1OC)C(COc1ccc3c(C)cc(=O)oc3c1)N(C(=O)Cc1ccc(F)cc1)CC2 (stereo not drawn)	-1%[76.3 µM]
CCOc1ccccc1N1CCN(C(=O)CNC(=O)c2sc3ccccc3c2Cl)CC1	12%
Cc1cc(N2CCC(C)CC2)nc2ccc(NC(=O)Cc3c(F)cccc3Cl)cc12	-13%[76.3 µM]
COc1ccc(-n2c(C)c(C)c3c(NCCCN(C)C)ncnc32)cc1	-1%
CCn1ccnc1C(O)(c1ccccc1)c1ccccc1	-9%[76.3 µM]
Cc1cc(C(=O)Nn2cnnc2)ccc1[N+](=O)[O-]	-13%[76.3 µM]
CC1(C(=O)NC2CCCCC2)Cc2ccccc2C(=O)N1Cc1ccc(F)cc1 (stereo not drawn)	-22%[76.3 µM]
Cn1c(CC(=O)Nc2ccccc2F)nnc1SCC(=O)Nc1nccs1	3%
CN(C)c1ccc(-c2nc3cc(N)ccc3o2)cc1	-1%[76.3 µM]
O=C(CN1CCN(C(=O)C2CCCO2)CC1)Nc1cc(Cl)ccc1Cl (stereo not drawn)	3%[76.3 µM]
COc1ccc(OC)c(C(=O)NC(CC(N)=O)c2ccc(NCCN3CCCCC3)c([N+](=O)[O-])c2)c1 (stereo not drawn)	-1%[76.3 µM]
COC(C(=O)NNS(=O)(=O)c1ccc([N+](=O)[O-])cc1)c1ccccc1 (stereo not drawn)	2%
CCCN(CCC)S(=O)(=O)c1ccc(C(=O)NCc2ccco2)cc1	4%[76.3 µM]
CCCc1cc(=O)oc2c3c(cc(OCC(=O)NCCN4CCOCC4)c12)OC(C)(C)CC3	17%[76.3 µM]
O=C(Cc1ccc(Br)cc1)NC1CCN(Cc2ccccc2)CC1	-6%
CSc1cccc(NC(=O)CCn2c(=O)c3cccn3c3cccnc32)c1	-3%[76.3 µM]

Four entries already listed, ordered by number of heavy atoms, ascending:
SMILES	GAA glycogen
Cc1cc(C(=O)Nn2cnnc2)ccc1[N+](=O)[O-]	-13%[76.3 µM]
CSc1cccc(NC(=O)CCn2c(=O)c3cccn3c3cccnc32)c1	-3%[76.3 µM]
CC1(C(=O)NC2CCCCC2)Cc2ccccc2C(=O)N1Cc1ccc(F)cc1 (stereo not drawn)	-22%[76.3 µM]
COc1ccc(OC)c(C(=O)NC(CC(N)=O)c2ccc(NCCN3CCCCC3)c([N+](=O)[O-])c2)c1 (stereo not drawn)	-1%[76.3 µM]

Remaining list, next part.
SMILES	GAA glycogen
Cc1ccc(C(=O)c2cn(Cc3ccccc3F)c3cc4c(cc3c2=O)OCO4)cc1	17%[76.3 µM]
CCN(CC(=O)NCc1ccc(F)cc1)S(=O)(=O)c1ccc(C)cc1	-3%
O=C(Nc1cccc(C(F)(F)F)c1)Nn1cnnc1	1%[76.3 µM]
CCOC(=O)c1ccccc1NC(=O)CSc1nc2ccncc2[nH]1	8%&2%[76.3 µM]
CCOc1ccccc1N(C)C(=O)c1sc2ncn(CC(=O)N3CCCCC3C)c(=O)c2c1C (stereo not drawn)	-1%
COc1ccc(NC(=O)c2cc3ccccc3o2)cc1OC	-10%[76.3 µM]
CCOc1ccc(-c2c(C(=O)N/N=C(\C)c3ccco3)nnn2-c2nonc2N)cc1	0%[76.3 µM]
CCOc1ccc(CNS(=O)(=O)c2ccc3[nH]c4c(c3c2)CCCC4)cc1OC	6%[76.3 µM]
O=C(NCCN1CCOCC1)/C(=C\c1ccc(F)cc1)NC(=O)c1ccccc1	-2%[76.3 µM]
COc1ccc(/C=N/N(C)C2=NCCN2)c(OC)c1OC	-2%
COc1ccc(C(=O)Nc2ccc3c(c2)OCCO3)cc1Br	-5%[76.3 µM]
COc1ccccc1NC(=O)c1sc2nc(N3CCOCC3)c3c(c2c1N)CCCC3	-9%[76.3 µM]
CCCCN(C(=O)CCC(=O)Nc1cc(C)on1)C(C(=O)NC1CCCC1)c1ccc(OC)cc1 (stereo not drawn)	-3%
COc1ccc(NS(=O)(=O)c2ccc3c(c2)N(C(C)=O)CCO3)c(OC)c1	2%[76.3 µM]
CN(Cc1ccccc1F)C(=O)COc1ccc(C(=O)c2ccccc2)cc1	0%
CCn1cc(S(=O)(=O)c2ccccc2)c(=O)c2cc(F)c(N3CCCC3)cc21	-5%[76.3 µM]
O=C(OCC(=O)N1CCCC1)c1cc(Cl)ccc1Cl	-11%
CCCNC(=O)CCn1nc(-c2ccc(C)cc2)c2ccccc2c1=O	-3%
Cc1cccc(/C=C2/Sc3ccc(C(=O)NCCN4CCCC4)cc3NC2=O)c1	-2%[76.3 µM]
Cc1c(OCC(=O)N(C)C)ccc2c(-c3ccccc3)cc(=O)oc12	1%
Brc1cc(Br)c2nc3c(cc2c1)CCC3	6%
COc1cccc(-c2nc3c(c(C)nn3-c3ccccc3)c3cc(OC)c(OC)cc23)c1	14%[76.3 µM]
Cc1ccc(C(=O)C2=C(O)C(=O)N(Cc3cccnc3)C2c2ccc(Cl)c(Cl)c2)o1 (stereo not drawn)	6%[76.3 µM]
Cc1ccc(CS(=O)Cc2ccc(C(=O)N3CCN(c4ccccc4)CC3)o2)cc1 (stereo not drawn)	-5%[76.3 µM]
Cc1ccc(S(=O)(=O)N2C(=O)CCC2C(=O)O/N=C(\N)c2ccc([N+](=O)[O-])cc2)cc1 (stereo not drawn)	-1%[76.3 µM]
Cc1cc(COC(=O)C2N3C(=O)[C@@H](NC(=O)COc4ccccc4)[C@H]3SC2(C)C)on1 (stereo partly drawn)	-6%[76.3 µM]
CC(=O)O[C@]1(C(C)=O)CC[C@H]2[C@@H]3C=CC4=CC(=O)C=C[C@]4(C)[C@H]3CC[C@@]21C	5%
CC1CN(c2nc(Nc3ccccc3F)nc(N)c2[N+](=O)[O-])CC(C)O1 (stereo not drawn)	-1%
COCCSc1nnc(NC(=O)c2ccco2)s1	-4%[76.3 µM]
CCN(C(=O)c1nn(-c2ccc(C)cc2)c(=O)c2c1c1ccccc1n2C)c1ccc(F)cc1	-9%[76.3 µM]
COC(=O)c1cc(S(=O)(=O)N2CCCC(C)C2)cn1C (stereo not drawn)	-1%[76.3 µM]
Cc1ccn(CC(=O)N2CCCC(Nc3ccc(F)c(F)c3)C2)n1 (stereo not drawn)	-9%[76.3 µM]
CC(C)CN(CC(C)C)C(=O)CN1C(=O)NC2(CCc3ccccc3C2)C1=O (stereo not drawn)	-5%
CC1CCN(CCCCOc2ccccc2F)CC1	-6%
Cc1ccc2nc(N(CCN(C)C)C(=O)c3ccc4c(c3)OCCO4)sc2c1	-5%[76.3 µM]
COc1ccc(N2CCN(CCC(=O)c3ccc4ccccc4c3)CC2)cc1	1%
Cc1ccc(Cn2c(C(=O)Nc3ccc(Cl)cc3)cc3sccc32)cc1	-14%[76.3 µM]
COc1ccccc1NC(=O)c1c(O)c2ccccc2[nH]c1=O	11%
CCc1ccc(NC(=O)CCCNC(=O)Cn2cnc3sc(C)c(C)c3c2=O)cc1	-3%
Clc1ccc(C(c2ccccc2)c2c[nH]c3ccccc23)s1 (stereo not drawn)	15%[76.3 µM]
COc1ccc(CNC2CCCc3ccccc32)c(OC)c1 (stereo not drawn)	-11%[76.3 µM]
O=C(Nc1cccc(C(F)(F)F)c1)c1cc(-c2ccc3c(c2)OCCO3)on1	15%[76.3 µM]
Oc1ccc(Br)cc1Cn1nnc2ccccc21	0%[76.3 µM]
CCOc1cc(C(=O)N2CC(=O)Nc3ccc(C)cc3C2c2ccccc2)cc(OCC)c1OCC (stereo not drawn)	-12%[76.3 µM]
COc1ccc(-c2cn(Cc3ccc4c(c3)C(=O)c3ccccc3C4=O)nn2)cc1	14%[76.3 µM]
O=C(COc1ccc(Cl)cc1)Nc1cc(-c2ccccc2)no1	12%[76.3 µM]
COc1cccc(CC(NC(C)=O)C(=O)NC2CCN(C(=O)C3CCCCC3)CC2)c1OC (stereo not drawn)	13%[76.3 µM]
Cc1cccc(N(CC(=O)NC(C)(C)C)C(=O)CCC(=O)Nc2nccs2)c1	10%[76.3 µM]
COc1ccccc1/C=N/OCc1cc(C(C)=O)ccc1OC	-7%
Cc1ccc(C)c(NC(=O)c2cc(=O)c3cc(C)cc(C)c3o2)c1	-10%[76.3 µM]
CCOc1ccc(S(=O)(=O)NCCC(=O)Nc2ncccc2C)cc1	-11%[76.3 µM]
Cc1ccc(C)c(NC(=O)CSc2nc3ccccc3nc2N2CCOCC2)c1	-5%&16%[76.3 µM]
C/C(CC(=O)Nc1c(C)cc(C)cc1C)=N\NC(=O)Cc1ccccc1	-1%
COc1ccccc1NC(=O)Cn1c(=O)n(Cc2ccccc2)c(=O)c2sc3ccccc3c21	1%[76.3 µM]
COC(=O)c1cc(CN2C(=O)c3ccccc3C2=O)c(O)c([N+](=O)[O-])c1	7%
CC(=O)NCCNC(=O)CCCc1nnc2n(CC(C)C)c(=O)c3sccc3n12	3%[76.3 µM]
Cc1ccccc1CNC(=O)CCC(=O)N1CCOc2ccccc21	-8%[76.3 µM]
Cc1ccc(C(=O)Nc2ccc(F)cc2)cc1NC1=NC2CS(=O)(=O)CC2S1 (stereo not drawn)	7%[76.3 µM]
COc1ccc(CCNC(=O)CCc2cn(Cc3ccc(C)cc3)c3ccccc23)c(OC)c1OC	4%[76.3 µM]
O=C(COc1ccccc1Cl)Nc1ccc2nc(SCC(=O)N3CCOCC3)sc2c1	9%[76.3 µM]
Next part:
SMILES	GAA glycogen
CCC1CN(C(=O)NCc2ccccc2)c2cc(Cl)ccc2O1 (stereo not drawn)	-10%
CCc1ccc2oc(C(=O)Nc3ccccc3C(=O)OC)cc(=O)c2c1	12%[76.3 µM]
Cn1c(C(=O)Nc2cccc(Cl)c2)cc2c(=O)n(C)c3ccccc3c21	16%[76.3 µM]
NS(=O)(=O)c1ccc(CCNCc2cc(Cl)ccc2OCc2ccccc2)cc1	-15%[76.3 µM]
O=C(O)CCc1ccc(-c2ccc(Br)cc2)n1-c1cccc(O)c1	-4%
COc1cccc(NC(=O)CSc2ccc3nnc(CCNC(=O)c4ccccc4)n3n2)c1	-6%[76.3 µM]
O=C(CC1Oc2ccccc2NC1=O)NCc1ccc(F)cc1 (stereo not drawn)	-3%[76.3 µM]
CCCCCCNC(=O)c1cc(S(=O)(=O)N2CCc3ccccc32)ccc1F	-8%
Cc1cc(C)c(S(=O)(=O)Nc2ccccn2)c(C)c1	-6%[76.3 µM]
COc1cccc(CNC(=O)Cn2cc3c(n2)-c2c(oc(C(=O)N4CCCC4)c2C)CC3)c1OC	-10%[76.3 µM]
CC(=O)c1cccc(NC(=O)Cn2c(-c3cncs3)nc3ccccc32)c1	1%[76.3 µM]
Cc1ccnc(N/C=C/C(=O)c2ccc(Br)cc2)c1	4%
CCCC(=O)Nc1ccc(NC(=O)c2ccccc2F)cn1	-18%[15.3 µM]
Cc1ccc(-c2nc3nc(C)cc(N4CCN(c5cc(Cl)ccc5C)CC4)n3n2)cc1	-4%[76.3 µM]
CN(C)c1nc(N)ncc1-c1ccc(Oc2ccccc2)cc1	2%
O=C(CN(C(=O)CNS(=O)(=O)c1ccccc1)c1ccc(F)cc1)NCc1ccco1	2%
CC(C)c1ccc(-c2c(NCCc3ccccc3)c(=O)c2=O)cc1	-4%
Cc1c(C(=O)NC(=S)Nc2cccnc2)cccc1[N+](=O)[O-]	-1%[76.3 µM]
CC(C)(C)C(=O)COC(=O)C1=NN(c2ccccc2)C(=O)CC1	-3%
CCn1c(CN2CCN(C)CC2)nc2cc(NC(=O)c3ccc([N+](=O)[O-])cc3)ccc21	0%[76.3 µM]
CCOc1ccc(NC(=O)C2CCCN(c3c(CC)c(C)nc4ncnn34)C2)cc1 (stereo not drawn)	1%
CCOc1ccc(C2=NC(c3cccs3)=Nc3ccc(C(C)C)cc3N2)cc1	5%[76.3 µM]
CCOC(=O)COc1ccc(C)cc1C(=O)c1ccn2nc(-c3ccc(Cl)cc3)cc2n1	-5%[76.3 µM]
COC(=O)c1sc(N2CCN(Cc3ccccc3)CC2)nc1N	2%
Cc1ccc(-n2c(SCc3nc(-c4ccccc4C)no3)nnc2-c2ccncc2)cc1C	-11%[76.3 µM]
COc1cccc(-c2coc3cc4oc(=O)c(CCC(=O)O)c(C)c4cc23)c1	-3%
COc1ccc(OCCN2C(=O)c3cccc(N)c3C2=O)cc1	4%
O=C(Nc1ccc2oc(-c3ccc4ccccc4c3)nc2c1)c1cc(Cl)ccc1Cl	8%[76.3 µM]
CC(C)(C)c1ccc(C(=O)N/C(=C\c2cccc([N+](=O)[O-])c2)C(=O)Nc2cccc(C(=O)O)c2)cc1	-3%[76.3 µM]

2 records picked at random from the list so far:
SMILES	GAA glycogen
COc1ccc(OCCN2C(=O)c3cccc(N)c3C2=O)cc1	4%
CC(C)(C)c1ccc(C(=O)N/C(=C\c2cccc([N+](=O)[O-])c2)C(=O)Nc2cccc(C(=O)O)c2)cc1	-3%[76.3 µM]
